Granule exo inh: lytic granule exocytosis inhibition; inhibition, % at 10 µM; TALL-104 LAMP-1 surface exposure, flow cytometry; cells stimulated with thapsigargin and PMA; AID 651702; hit rate 0.66% among 360,000;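 active = inhibition above about 55%, limit read from the data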
Glyco luc inh: blocks N-linked glycosylation in D54 reporter cells | D54 ERlucT glycosylation luciferase reporter, 24 h; percent of 100 nM tunicamycin response | reporter increase, % at 12.5 µM | hit rate 0.23% among 360,000;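 active = mean luciferase reporter signal, scaled so untreated is 0 and the glycosylation-blocking control 100, at or above a set limit in every replicate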;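 also: luciferase carries N-glycosylation sites so blocking glycosylation raises the light; 0% = median of neutral control wells and 100% = median of 100 nM tunicamycin wells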
ABCB6 inh 2: blocks the human ABCB6 transporter; Q9NP58; K562-ABCB6 porphyrin accumulation, flow cytometry, 1 h; active compounds read low; fluorescence ratio to DMSO, % at 10 µM; hit rate 0.19% among 360,000; AID 602162;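 active = fluorescence ratio to DMSO below 75%, the collection mean minus 3 SD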;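 also: signal is porphyrin accumulated inside mitochondria; 100% equals median channel fluorescence of DMSO control wells; lower ratio means ABCB6 inhibition with less porphyrin fluorescence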
iPSC survival up: increases survival of single human iPS cells; survival enhancement, % at 20 µM; hit rate 0.044% among 360,000; hiPSC single-cell survival, ATPlite luminescence; 100% = ROCK inhibitor wells, 0% = DMSO; in the data active = survival enhancement above about 18%;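 also: cells exposed to compounds for 16 hours before the ATP read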
H9c2 protect: myocardial damage modulation in H9c2 cells | H9c2 cardiomyocytes, H2O2 injury protection, ATPLite, 2 h | protection from H2O2 cell death, % at 20 µM | hit rate 0.63% among 360,000;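 active = compounds giving at least 50% protection of heart cells from peroxide-induced death in the single-dose screen, raw or plate-pattern-corrected value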;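 also: 0% = DMSO wells with peroxide and 100% = DMSO wells without peroxide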
PDI inh: PDI (human) enzyme inhibition. P07237. PDI insulin aggregation turbidity, A650, 90 min. inhibition, % at 10 µM. hit rate 0.052% among 350,000. AID 588391;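 active = mean inhibition across replicates of 30% or more, whatever share of single replicates reach that level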;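 also: absorbance from insulin aggregation driven by PDI reduction with DTT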
Target sequence (P07237 whole entry, looked up): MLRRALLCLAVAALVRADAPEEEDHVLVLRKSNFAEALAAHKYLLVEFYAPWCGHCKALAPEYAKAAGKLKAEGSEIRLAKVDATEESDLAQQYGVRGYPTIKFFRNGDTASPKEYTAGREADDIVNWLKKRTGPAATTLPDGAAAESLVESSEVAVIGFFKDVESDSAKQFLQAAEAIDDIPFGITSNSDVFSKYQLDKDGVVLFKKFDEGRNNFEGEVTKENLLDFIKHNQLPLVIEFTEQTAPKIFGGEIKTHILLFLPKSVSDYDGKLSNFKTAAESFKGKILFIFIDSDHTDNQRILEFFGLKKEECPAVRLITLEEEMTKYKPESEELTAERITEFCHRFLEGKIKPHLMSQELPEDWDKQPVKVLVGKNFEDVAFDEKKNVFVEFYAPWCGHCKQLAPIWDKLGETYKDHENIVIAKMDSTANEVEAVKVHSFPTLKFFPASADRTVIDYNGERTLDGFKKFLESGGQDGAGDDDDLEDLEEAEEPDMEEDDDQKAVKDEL
CaV13 FRET inh: Disruptors of the CACNA1D IQ motif to Ca2+-dependent inactivation inhibitor domain association, primary screening, Förster resonance energy transfer in intact living …; HEK cells, CFP/YFP FRET ICDI-IQ, plate reader, 10 min; percent FRET-ratio fall versus neutral wells; inhibition, % at 12.3 µM; hit rate 0.098% among 340,000; AID 743397;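 active = mean replicate inhibition of at least 30% and at least 1% of replicates passing that level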;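 also: 0% = median of the neutral control wells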
Vif imaging: inhibitors of HIV Vif. hit rate 0.35% among 340,000. HEK293T cells, Vif self-association by quenched fluorescence, imaging, 24 h. inhibition, % at 7.49 µM; in the data active = inhibition above about 50%, passing the limit was not always enough; also: some results filed as inactive read as strong as hits
m5-HT2A agonist: mouse HTR2A agonism via beta-arrestin recruitment | activation, % at 7.6 µM | AID 624169 | hit rate 0.66% among 360,000 | P35363 | CHO-K1 mHTR2A beta-arrestin complementation, luminescence; percent of 30 µM serotonin response;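 active = activation above a run cutoff, the mean activation of all tested compounds plus 3 SD, cut at about 14% in these data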;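 also: 0% = plate median of compound wells and 100% = 30 µM serotonin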
Target sequence (P35363 whole entry, looked up): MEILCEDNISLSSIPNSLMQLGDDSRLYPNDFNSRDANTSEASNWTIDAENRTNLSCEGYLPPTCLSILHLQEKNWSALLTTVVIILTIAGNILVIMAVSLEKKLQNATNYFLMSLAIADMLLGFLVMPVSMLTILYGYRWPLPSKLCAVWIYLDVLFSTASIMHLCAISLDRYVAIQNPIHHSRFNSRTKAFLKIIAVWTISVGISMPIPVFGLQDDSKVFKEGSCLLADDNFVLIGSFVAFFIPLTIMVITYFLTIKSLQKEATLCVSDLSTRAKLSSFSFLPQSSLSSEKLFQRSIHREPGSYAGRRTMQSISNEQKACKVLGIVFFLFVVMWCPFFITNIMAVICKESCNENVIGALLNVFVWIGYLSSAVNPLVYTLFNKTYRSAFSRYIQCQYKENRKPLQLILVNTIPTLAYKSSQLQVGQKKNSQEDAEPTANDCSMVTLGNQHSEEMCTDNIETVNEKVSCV
aDG glyco act: increases alpha dystroglycan glycosylation; hit rate 0.22% among 360,000; Pro5-aDG cells, alpha-DG glycosylation AlphaScreen (IIH6); 0% Pro5, 100% B10-LARGE cell signal; activation, % at 10 µM;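 active = activation of at least 8% versus controls, or a plate z-score of at least 8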;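 also: Pro5 are CHO cells carrying HIG-tagged alpha-DG that lacks glycosylation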
* marks the source's active call; other numbers are inactive results; x = not tested or not shown.

Compound,CaV13 FRET inh,m5-HT2A agonist,Vif imaging,aDG glyco act,ABCB6 inh 2,Granule exo inh,H9c2 protect,PDI inh,iPSC survival up,Glyco luc inh
COC(=O)CSc1nc2sccc2c(=O)n1-c1ccccc1,-3.3,-3.2,-3.6,0.0,104.0,-12.3,-0.6,1.0,0.2,-0.3
CC1=CC(=O)C(Sc2ccc(C)cc2)=CC1=O,-13.2,0.8,5.7,-0.3,89.0,-3.1,-21.6,-1.1,-2.6,7.3
Cc1ccc(C(=O)Nc2nc3ccc(Cl)cc3s2)o1,-19.7,-6.0,-31.1,-0.1,106.0,-3.0,-12.3,-2.1,-0.8,-5.8
COc1ccc(C2c3ccc(O)cc3Oc3ncn(Cc4ccco4)c(=N)c32)cc1OC (stereo not given),-2.1,-1.1,-2.0,-0.1,102.0,-10.9,11.9,32.7*,0.2,0.4
CCOC(=O)CNC(=O)CSc1nnc(C)c(=O)[nH]1,-3.4,2.0,4.6,-0.3,101.0,-0.7,2.1,-6.2,1.7,3.2
CCOC(=O)/C=c1/s/c(=C/c2ccccc2OC)c(=O)n1CC(=O)N1CCOCC1,-7.0,2.7,-4.7,-0.2,100.0,-0.6,22.9,2.4,4.1,0.7
Cc1oc(-c2ccc3c(c2)OCCO3)cc1C(=O)NCC(=O)O,-4.5,5.1,-9.4,0.2,101.0,12.4,0.1,-5.8,0.4,-0.9
CCC(=O)c1ccc(OCC(=O)N2CCc3cc(OC)c(OC)cc3C2)cc1,-4.7,1.2,-4.9,1.1,94.0,0.5,7.2,-3.2,2.2,-2.8
CCOC(=O)c1c(-c2ccccc2)c(C(C)=O)c(=O)n(C)c1C,-2.6,0.3,20.1,0.2,92.0,0.6,23.1,x,-0.9,0.3
Cc1nn(C)c(C(=O)NNC(=S)Nc2ccc(Cl)cc2)c1[N+](=O)[O-],-5.8,-3.6,4.6,-0.2,109.0,1.4,3.0,-4.1,-0.9,1.5
O=C1Nc2ccccc2C12NCCc1c2[nH]c2ccccc12 (stereo not given),-6.5,6.0,x,-0.3,99.0,-0.2,-3.8,-0.7,-0.9,-0.6
CCOc1ccc(NC(=O)CC2C(=O)N(c3ccccc3)C(=O)N2CCc2cccs2)cc1 (stereo not given),-2.3,6.8,-4.7,0.5,101.0,0.7,-0.6,9.8,-1.0,2.0
CC(=O)c1ccc(C(=O)NC2CCCN(Cc3ccc(Cl)cc3)C2)s1 (stereo not given),-5.5,-11.9,1.3,-0.1,95.0,-2.3,2.8,-5.4,-0.3,-1.8
Cc1cccc(-c2cc(C(=O)Nc3sc(C)c(C)c3C(N)=O)c3ccccc3n2)c1,x,1.6,-9.5,-0.5,102.0,0.0,18.9,11.2,6.4,-6.0
O=S(=O)(c1ccccc1)N1CCN(CC2CC3C=CC2C3)CC1 (stereo not given),-4.6,-1.7,1.5,-0.2,103.0,-3.8,-3.1,-3.0,0.4,-1.5
N#CCCN(C(=O)COC(=O)COc1ccc(Cl)cc1)c1ccccc1,2.3,0.7,-2.8,-0.3,100.0,0.1,-1.6,-4.3,0.1,2.0
C=C(C)Cn1c(CN(C)Cc2ccccc2)nc2c1c(=O)n(C)c(=O)n2C,-4.3,2.5,3.3,1.0,101.0,-0.5,-6.4,-2.4,-0.4,0.4
Cc1ccc(-c2nc(CS(=O)CC(=O)NC3CC3)c(C)o2)cc1 (stereo not given),-5.0,0.2,0.2,0.0,97.0,-2.2,1.4,-3.3,-0.2,5.3
CN(C)c1ccc(C2OC(=O)C3(CCCC3)C(=O)C2(C)C)cc1 (stereo not given),-7.7,0.6,-5.4,-0.2,102.0,-0.5,-6.8,-1.5,0.9,1.4
CC1CCCC(NS(=O)(=O)c2cccc3nsnc23)C1C (stereo not given),-7.4,2.0,-7.6,0.1,97.0,-4.7,-5.4,3.4,-0.4,-0.8
CCc1ccc(C2C(C(=O)O)c3ccccc3C(=O)N2C)cc1 (stereo not given),x,-2.3,7.4,-0.2,100.0,0.3,3.8,6.8,-0.9,-0.2
CC(Oc1ccc(F)cc1)C(=O)NN (stereo not given),-14.8,-3.2,2.4,0.2,98.0,-6.0,1.7,-0.5,-2.0,3.1
O=C(O)c1cccc(N2C(=O)c3cccc(Oc4ccc(Cl)cc4)c3C2=O)c1,-3.5,7.9,-16.7,-0.4,103.0,0.2,1.7,8.3,0.2,-0.7
COc1cccc(/C=N/NC(=O)c2ccncc2)c1OC(=O)c1ccc(Br)cc1,x,-2.5,3.6,0.6,96.0,1.3,55.2*,5.7,0.0,-3.2
CCOC(=O)c1ccc(-n2ccnc2)c(NC(=O)c2cccc(Br)c2)c1,-4.3,3.3,-6.0,-0.1,100.0,-1.2,0.5,-15.7,0.1,0.7
CCCNC(=O)Nc1ccc(C)cc1C,-4.5,6.4,3.5,0.1,94.0,-1.1,1.1,-7.7,-0.4,-1.9
CCOc1ccc(N(CC(=O)Nc2ccccc2OC)S(C)(=O)=O)cc1,-2.2,-2.1,-0.3,0.1,97.0,-7.7,3.5,-11.8,0.1,11.1
Cc1cc(C)c(Nc2ncnc(N)n2)c(C)c1,-4.7,-3.2,7.5,0.0,100.0,3.1,2.9,-13.6,-0.3,-1.5
C/C(=N\NC(=O)c1ccc(N(C)C)cc1)c1ccc(C)cc1C,-2.4,-0.8,3.7,0.2,103.0,-5.9,2.3,-0.9,-0.7,-0.5
O=C(c1ccc(Br)o1)N1CCN(c2ccc3nnc(-c4ccccc4)n3n2)CC1,-5.1,6.7,-4.7,-0.1,96.0,-3.2,80.6*,2.0,0.4,-6.2
Cc1ccc(C(=O)OCCN(C)Cc2ccccc2)cc1,-3.8,-0.6,31.1,0.3,97.0,0.9,-1.6,7.4,-0.3,-0.9
O=C(COC(=O)c1ccccc1)c1ccc(S(=O)(=O)N2CCCCC2)cc1,-4.7,0.3,x,0.1,98.0,7.4,1.9,-3.7,-0.3,-3.0
COn1c(SCc2ccc(Cl)cc2)nc2ccccc2c1=O,x,-1.9,-5.6,0.2,99.0,-1.5,-17.8,2.0,-1.4,-4.8
COc1ccc(NC(=O)c2ccccc2OCc2ccc(F)cc2)c(OC)c1,-2.3,4.7,2.0,0.0,99.0,84.6*,-4.8,4.1,1.3,-1.1
CSCCC(NC(=O)COc1ccccc1)C(=O)N(C)Cc1cccc(F)c1 (stereo not given),-6.0,5.5,-2.3,0.1,99.0,-2.8,6.2,-4.4,-0.4,0.9
Cc1ccc(CSCCC(=O)NCCC2=CCCCC2)cc1,-5.3,-6.4,0.8,-0.2,93.0,-4.7,-2.1,2.1,-0.8,-1.7
CCCCn1c(=O)nc2n(-c3ccccc3C)c3ccccc3cc-2c1=O,-0.5,-1.1,-3.0,0.3,99.0,6.8,-1.9,7.3,-1.3,-1.0
Cc1cc(C)c2nc(/N=C(\N)NC(=O)Nc3ccccc3)nc(C)c2c1,-3.3,1.2,-12.0,1.5,98.0,-0.8,6.6,9.2,-1.5,5.8
CCN(CC)CCCNc1nc2ccccc2c2nc(-c3ccncc3)nn12,-9.4,-3.3,-14.4,0.0,103.0,19.4,19.4,1.2,-0.6,118.7*
COc1cc2c(cc1OC)C(C(=O)NCc1ccco1)C(c1cccs1)N(C)C2=O (stereo not given),-5.5,4.2,10.0,-0.1,96.0,1.8,4.2,-10.2,1.6,1.1
Cc1ccc(C(=O)c2no[n+]([O-])c2C(=O)c2ccc(C)cc2)cc1,1.3,0.2,-3.1,-0.2,67.0*,67.6*,-11.0,-5.7,-1.3,9.7
CS(=O)(=O)Nc1ccc(C2=NN(C(=O)c3ccco3)C(c3ccc(F)cc3)C2)cc1 (stereo not given),-5.5,5.4,16.4,-0.2,102.0,0.6,19.1,-1.8,-1.9,-2.3
COc1cccc(/C=N/NC(=O)c2ccc([N+](=O)[O-])cc2Cl)c1O,-6.0,-4.8,11.8,1.6,97.0,-2.3,47.7,-3.1,-2.1,-5.9
O=C(Nc1ccccc1)N1CCC(n2c(=O)[nH]c3ccccc32)CC1,4.6,3.6,x,-0.1,105.0,0.6,-10.0,x,0.9,-0.9
O=CN(/C=C1\Sc2ccccc2C1=O)Cc1ccccc1,-5.4,-0.3,15.6,0.0,101.0,0.7,-1.7,4.9,-1.6,2.5
O=C(N/N=C/c1cccnc1)c1ccc2c(c1)OCO2,-18.8,2.4,11.2,-0.2,96.0,2.4,-13.3,0.9,-0.7,-2.9
Cc1onc(-c2c(F)cccc2Cl)c1C(=O)Nc1c(C)n(C)n(-c2ccccc2)c1=O,x,1.8,16.4,0.2,100.0,-0.2,3.2,1.1,-0.7,0.3
COc1cccc(C=Nc2ccccc2C(=O)Nc2nccs2)c1OC,x,0.8,-7.3,0.1,96.0,3.4,-4.4,-4.6,1.2,1.6
CCc1ccc(N(C(=O)c2snc(C(N)=O)c2N)C(C(=O)NCC2CCCO2)c2cccs2)cc1 (stereo not given),-4.2,0.0,2.7,-0.1,95.0,-0.2,18.3,2.9,1.9,-1.7
Cc1nn(CC(=O)NCc2cc3ccccc3[nH]2)c(C)c1[N+](=O)[O-],5.1,3.1,0.3,-0.1,98.0,2.5,8.1,-12.9,0.2,4.5
Cc1ccc(NC(=O)CSc2nc(=O)cc(N)n2-c2ccccc2)cc1,-2.9,-5.9,-3.1,-0.2,92.0,-0.9,6.6,-1.0,-1.0,0.7

A portion taken from the entries so far:
Compound,CaV13 FRET inh,m5-HT2A agonist,Vif imaging,aDG glyco act,ABCB6 inh 2,Granule exo inh,H9c2 protect,PDI inh,iPSC survival up,Glyco luc inh
COC(=O)CSc1nc2sccc2c(=O)n1-c1ccccc1,-3.3,-3.2,-3.6,0.0,104.0,-12.3,-0.6,1.0,0.2,-0.3
CC1=CC(=O)C(Sc2ccc(C)cc2)=CC1=O,-13.2,0.8,5.7,-0.3,89.0,-3.1,-21.6,-1.1,-2.6,7.3

Screening results deposited in PubChem BioAssay by several laboratories.
